Tat export inh: inhibitors of E. coli Tat protein transport. inhibition, % at 10 µM. actives 0.036% (n = 340,000). AID 488895. E. coli MC4100 TorA-mCherry Tat export, fluorescence;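 active means mean replicate inhibition at least 50% and at least half of replicates individually reaching 50%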;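 further: exported cargo escapes ClpAP degradation while cytoplasmic cargo is degraded and loses fluorescence; 0% = median of neutral control wells and 100% = median of NaSCN control wells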
E coli growth: reduces bacterial viability in AddAB counter-screen. actives 0.27% (n = 330,000). inhibition, % at 11.9 µM. E. coli V3065 growth, OD600 absorbance, 18 h. AID 449728;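 active means inhibition above the campaign's mean inhibition across all tested compounds plus 3 SD, cut at about 9.9% in these data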;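 further: uninfected addAB+ strain grown without phage in ampicillin broth; 0% = DMSO wells and 100% = ciprofloxacin 0.95 µg/ml wells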
PKA-R1A activ: activates the PKA-R1A holoenzyme complex | actives 0.083% (n = 340,000) | AID 504707 | PKA-R1A dissociation, Cy5-IP20 fluorescence polarization; scaled: DMSO 0%, 113 µM cGMP 100% | activation, % at 11.4 µM;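 active means percent activation above the mean of all tested compounds plus 3 SD, cut at about 19% in these data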;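 further: higher means more PKAc released from R1A so a rise in polarization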
AddAB inh: less growth of phage-infected E. coli with AddAB; E. coli expressing H. pylori AddAB, absorbance growth; inhibition, % at 11.9 µM; actives 0.29% (n = 330,000); AID 435030; in the data active means inhibition above about 12%;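 further: 0% = vehicle wells of infected cells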
Arr AP2 block: inhibitors of human beta-arrestin and AP2 interaction; FITC-arrestin peptide / GST-AP2 beads, flow cytometry; AP2 beta2 appendage carries R879A mutation; AID 504490; inhibition, % at 10 µM; actives 0.31% (n = 340,000);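 active means inhibition above a set limit, near 3 SD of compounds lacking own fluorescence, cut at about 54% in these data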;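 further: plate controls were DMSO wells for no effect and 5 µM unlabelled arrestin peptide for full effect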
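system = GST-tagged AP2 beta2-adaptin appendage (R879A) on 4 µm glutathione beads | reagent = FITC-labelled arrestin peptide probe, 50 nM final | schedule = compound with beads 12 min RT, then probe 1 h RT | signal = HyperCyt-sampled flow cytometry, FL1 channel, ex 488/em 535 nm | read-out = percent response from loss of bead-bound FITC fluorescence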
Pemphigus Ab inh: human desmoglein-3 autoantibody binding inhibition | P32926 | DSG3-coupled beads, scFv-anti-DSG3-GFP binding, flow cytometry; stronger effect = lower value | binding (percent of control), % at 10 µM | actives 0.48% (n = 310,000);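 active means binding more than 3 SD below its plate's average and above zero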;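 further: hits lower antibody fragment binding to DSG3; some compounds called inactive have numbers as strong as hits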
Target sequence (P32926 whole entry, looked up, the tested form may be a part): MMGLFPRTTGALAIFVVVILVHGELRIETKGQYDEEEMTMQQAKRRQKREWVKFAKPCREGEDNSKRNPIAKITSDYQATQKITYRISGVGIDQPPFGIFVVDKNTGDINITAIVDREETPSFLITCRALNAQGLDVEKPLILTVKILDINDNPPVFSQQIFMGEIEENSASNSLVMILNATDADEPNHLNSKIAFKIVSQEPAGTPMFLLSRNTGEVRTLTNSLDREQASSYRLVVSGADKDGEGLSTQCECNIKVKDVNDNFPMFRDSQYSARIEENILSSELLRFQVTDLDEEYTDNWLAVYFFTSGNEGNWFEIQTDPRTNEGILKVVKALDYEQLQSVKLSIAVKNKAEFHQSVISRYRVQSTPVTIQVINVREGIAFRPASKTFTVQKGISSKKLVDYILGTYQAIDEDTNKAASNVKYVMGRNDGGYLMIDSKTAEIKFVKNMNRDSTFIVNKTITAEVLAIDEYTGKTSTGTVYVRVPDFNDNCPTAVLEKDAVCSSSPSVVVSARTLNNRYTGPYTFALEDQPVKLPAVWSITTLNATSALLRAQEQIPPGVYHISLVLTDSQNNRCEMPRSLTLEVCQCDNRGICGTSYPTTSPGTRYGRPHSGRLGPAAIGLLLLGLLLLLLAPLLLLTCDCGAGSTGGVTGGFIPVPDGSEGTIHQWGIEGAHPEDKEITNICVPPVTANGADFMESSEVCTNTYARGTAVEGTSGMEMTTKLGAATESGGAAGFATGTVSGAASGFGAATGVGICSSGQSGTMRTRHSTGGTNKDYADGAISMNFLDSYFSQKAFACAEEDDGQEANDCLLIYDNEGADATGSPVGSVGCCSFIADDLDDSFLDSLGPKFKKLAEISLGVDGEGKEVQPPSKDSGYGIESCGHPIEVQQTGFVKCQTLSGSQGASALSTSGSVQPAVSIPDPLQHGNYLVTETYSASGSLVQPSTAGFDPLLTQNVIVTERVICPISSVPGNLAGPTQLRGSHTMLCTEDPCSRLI
MOR-DOR ag: agonists of human mu-delta opioid receptor heterodimerization; P35372+P41143; cells, OPRM1-OPRD1 heterodimerization, luminescence; activation, % at 9.3 µM; actives 0.3% (n = 340,000); in the data active means activation above about 18%;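 further: 0% = vehicle-treated cells and 100% = reference agonist; values of inactives mirror those of a sister screen read the other way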
Mot1-301 SUMO: inhibitors of SUMOylation pathway: yeast Mot1-301 growth rescue; S. cerevisiae Mot1-301 growth rescue, ATP luminescence, 38.5C; percent above DMSO median, 100 means doubled; actives 1% (n = 320,000); AID 2716; growth rescue, % at 18.8 µM;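 active means every valid replicate shows activation above 250% relative to neutral control wells; inactive means the rest, any valid replicate at or below 250%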;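 further: OY570 slx delta 5 strain wells were the positive control but not used for scaling; some compounds called inactive have numbers as strong as hits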
PfHsp90 set2: inhibits growth of yeast expressing Plasmodium falciparum Hsp90. actives 0.32% (n = 310,000). inhibition, % at 9.4 µM. S. cerevisiae expressing PfHsp90, BacTiter-Glo ATP, 48 h; yeast lacking PDR1 and PDR3 efflux regulators;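 active means every replicate shows inhibition above about 80%, whatever the replicate mean, limit read from the data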;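 further: 0% = DMSO neutral controls and 100% = 20 µM radicicol positive controls; yeast relying on Plasmodium falciparum Hsp90 in place of its own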
MOR-DOR inv ag: mu-delta opioid heterodimer inverse agonism | AID 504357 | inhibition, % at 9.3 µM | cell-based MOR-DOR heterodimer luminescence | actives 0.21% (n = 340,000); in the data active means inhibition above about 22%, passing the limit was not always enough;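 further: 0% = cells with DMSO and 100% = wells without cells with DMSO; values of inactives mirror those of a sister screen read the other way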
phage Ecoli inh: E. coli growth loss with phage present. growth absorbance. inhibition, % at 11.9 µM. actives 0.26% (n = 360,000); in the data active means inhibition above about 11%
* hit, by the source's call; nt = not tested or not shown.

#	mol	Tat export inh	E coli growth	PKA-R1A activ	AddAB inh	Arr AP2 block	Pemphigus Ab inh
1	CC1CN(C(=S)Nc2ccccc2)CC(C)O1 (centres undefined)	6	-0.7	-3	0.3	30	117
2	CCOC(=O)N1CCN(C(=O)CCN2C(=O)COc3ccccc32)CC1	3	0.7	-6	2.5	-5	102
3	Cc1ccc(NC(=O)CSc2nc(N)cc(=O)[nH]2)cc1S(=O)(=O)N1CCOCC1	-2	-0.8	-8	1.4	3	100
4	COc1ccc(-n2nc3c(N)n[nH]c3cc2=O)cc1	-3	-1.8	-7	2.5	22	89
5	COc1ccc(CC(=O)NC2CCCc3ccccc32)cc1 (centres undefined)	0	-0.2	6	-0.1	7	114
6	CCOc1ccc(NC(=O)[C@@H]2CCCN2C(=O)c2cccs2)cc1S(=O)(=O)N1CCCCC1	-7	-2.1	-2	0.3	5	95
7	O=C(OCC(=O)N1CCN(C(=O)c2ccco2)CC1)c1cc(-c2ccco2)nc2ccccc12	8	-0.8	-5	-0.8	17	91
8	COc1cc(NS(=O)(=O)c2ccc(NC(=O)CN3C(=O)c4ccccc4C3=O)cc2)nc(OC)n1	-4	0.9	10	0.0	2	84
9	Cc1ccc2c(nc3s/c(=C\c4ccc(-c5ccccc5C(=O)O)o4)c(=O)n32)c1C	6	-1.0	-3	2.3	1	93
10	CN(Cc1cn(C)nc1-c1cccc(Cl)c1)Cc1nccn1C	2	-0.7	4	3.4	8	103
11	Cc1cccc(C2c3[nH]c4ccccc4c3CCN2C(=O)c2nn(C)c(=O)c3ccccc23)n1 (centres undefined)	17	-2.0	-6	0.3	-1	102
12	COc1ccccc1-c1noc(-c2cccs2)n1	1	0.4	-1	1.8	-2	109

#	MOR-DOR ag	Mot1-301 SUMO	PfHsp90 set2	MOR-DOR inv ag	phage Ecoli inh
1	-2.9	6	11	14	1.6
2	-3.4	10	6	19	-1.0
3	-1.6	-6	2	8	0.1
4	1.6	-6	18	-11	2.9
5	-2.3	-6	nt	11	1.2
6	-2.2	-7	nt	10	1.0
7	-0.7	4	-8	4	nt
8	-4.2	-23	6	21	4.6
9	-0.4	-11	-46	2	0.0
10	-0.3	-3	-7	2	1.4
11	-1.8	6	1	8	5.2
12	0.5	77	-15	-3	1.3

Full records from above. Values in the order: Tat export inh | E coli growth | PKA-R1A activ | AddAB inh | Arr AP2 block | Pemphigus Ab inh | MOR-DOR ag | Mot1-301 SUMO | PfHsp90 set2 | MOR-DOR inv ag | phage Ecoli inh
Shown for O=C(OCC(=O)N1CCN(C(=O)c2ccco2)CC1)c1cc(-c2ccco2)nc2ccccc12 → 8 | -0.8 | -5 | -0.8 | 17 | 91 | -0.7 | 4 | -8 | 4 | nt
Shown for CC1CN(C(=S)Nc2ccccc2)CC(C)O1 (centres undefined) → 6 | -0.7 | -3 | 0.3 | 30 | 117 | -2.9 | 6 | 11 | 14 | 1.6
Shown for Cc1ccc2c(nc3s/c(=C\c4ccc(-c5ccccc5C(=O)O)o4)c(=O)n32)c1C → 6 | -1.0 | -3 | 2.3 | 1 | 93 | -0.4 | -11 | -46 | 2 | 0.0

The results go on:
#	mol	Tat export inh	E coli growth	PKA-R1A activ	AddAB inh	Arr AP2 block	Pemphigus Ab inh
13	NC(=S)N/N=C\c1ccc(-c2cccc(Cl)c2Cl)o1	3	-3.1	2	-4.6	1	105
14	COc1ccc(CC(=O)OCC(=O)c2ccc(OC)cc2)cc1	2	2.2	-1	4.6	-2	95
15	COc1ccc(NC(=O)N(C)C[C@H]2Oc3ccc(NC(=O)Cn4cnnn4)cc3C(=O)N([C@H](C)CO)C[C@@H]2C)cc1	3	-0.3	-2	-0.1	-8	106
16	COc1ccc(/C=C(/C#N)C(=O)Nc2ccc(C)cc2C)cc1C(=O)O	-7	0.7	-2	0.0	0	97
17	O=C(O)c1n[nH]c2ccccc12	13	0.2	-7	3.4	-4	nt
18	Cc1ccc(Oc2cc([N+](=O)[O-])cc3c2C(=O)Nc2ccccc2O3)cc1	-8	-0.1	-6	1.5	40	102
19	CCc1c(C)nc2cc(-c3ccc(OC)c(OC)c3)nn2c1NCC1CC1	12	-1.8	-15	-1.1	7	140
20	COC(=O)c1ccc2c(=O)n(CCCN3CCOCC3)c(=S)[nH]c2c1	4	1.4	15	0.6	-1	98
21	CCN(c1cccc(C)c1)S(=O)(=O)c1ccc2c(c1)CCCN2C(C)=O	5	-3.0	1	2.5	27	105
22	O=[N+]([O-])c1ccc(N2CCOCC2)c(S(=O)(=O)N2CCOCC2)c1	-1	-0.4	-6	0.6	-5	93
23	CN1C(=O)C(C)(C)c2cc(S(=O)(=O)NCC3CCC(C(=O)NCc4ccccc4)CC3)ccc21 (centres undefined)	-4	-0.5	-8	1.2	8	95
24	O=C(NCC1CCCO1)C1CCN(S(=O)(=O)c2cccc3cccnc23)CC1 (centres undefined)	-5	-2.0	1	1.9	4	105

#	MOR-DOR ag	Mot1-301 SUMO	PfHsp90 set2	MOR-DOR inv ag	phage Ecoli inh
13	-2.2	27	nt	11	1.0
14	-1.1	14	-13	8	4.3
15	-2.3	4	-2	13	2.5
16	-1.5	8	-6	8	1.6
17	-1.0	5	-3	4	1.6
18	11	11	12	-75	2.0
19	0.2	-5	10	-1	-0.2
20	-0.6	2	-21	3	0.6
21	-1.0	175	-17	5	-2.1
22	1.4	-14	-2	-10	1.2
23	0.5	13	9	-2	2.5
24	-1.8	nt	16	9	2.4

A different layout for some results above:
17	O=C(O)c1n[nH]c2ccccc12
- Tat export inh: 13
- E coli growth: 0.2
- PKA-R1A activ: -7
- AddAB inh: 3.4
- Arr AP2 block: -4
- Pemphigus Ab inh: nt
- MOR-DOR ag: -1.0
- Mot1-301 SUMO: 5
- PfHsp90 set2: -3
- MOR-DOR inv ag: 4
- phage Ecoli inh: 1.6

18	Cc1ccc(Oc2cc([N+](=O)[O-])cc3c2C(=O)Nc2ccccc2O3)cc1
- Tat export inh: -8
- E coli growth: -0.1
- PKA-R1A activ: -6
- AddAB inh: 1.5
- Arr AP2 block: 40
- Pemphigus Ab inh: 102
- MOR-DOR ag: 11
- Mot1-301 SUMO: 11
- PfHsp90 set2: 12
- MOR-DOR inv ag: -75
- phage Ecoli inh: 2.0

19	CCc1c(C)nc2cc(-c3ccc(OC)c(OC)c3)nn2c1NCC1CC1
- Tat export inh: 12
- E coli growth: -1.8
- PKA-R1A activ: -15
- AddAB inh: -1.1
- Arr AP2 block: 7
- Pemphigus Ab inh: 140
- MOR-DOR ag: 0.2
- Mot1-301 SUMO: -5
- PfHsp90 set2: 10
- MOR-DOR inv ag: -1
- phage Ecoli inh: -0.2

20	COC(=O)c1ccc2c(=O)n(CCCN3CCOCC3)c(=S)[nH]c2c1
- Tat export inh: 4
- E coli growth: 1.4
- PKA-R1A activ: 15
- AddAB inh: 0.6
- Arr AP2 block: -1
- Pemphigus Ab inh: 98
- MOR-DOR ag: -0.6
- Mot1-301 SUMO: 2
- PfHsp90 set2: -21
- MOR-DOR inv ag: 3
- phage Ecoli inh: 0.6

Continued:
#	mol	Tat export inh	E coli growth	PKA-R1A activ	AddAB inh	Arr AP2 block	Pemphigus Ab inh
25	CC(=O)Nc1ccc(-c2csc(Nc3ccc(Cl)cn3)n2)cc1	3	-0.7	-12	-0.1	-8	100
26	Cc1nc(SCc2nc3cc(Cl)c(F)cc3[nH]2)c2oc3ccccc3c2n1	-8	0.7	-15	1.1	5	102
27	CCOC(=O)C(Sc1nn(C)c(=S)s1)C(C)=O (centres undefined)	-3	-0.9	0	0.9	-1	nt
28	COc1cc(N/C=C(\C(C)=O)c2ccccc2)cc(OC)c1	5	-0.2	-8	3.0	1	97
29	CCCn1nnc(NC(=O)c2cccc(OCC)c2)n1	-2	-0.5	2	0.9	-9	100
30	CCOC(=O)Cc1c(C)nc2cc(-c3ccc(C)cc3)[nH]n2c1=O	2	-1.8	4	-1.0	-5	94
31	Cc1cccnc1NC(=O)c1ccc(Cl)c(S(=O)(=O)N2CCCC2)c1	2	-0.5	0	0.4	36	106
32	Cc1ccc(S(=O)(=O)N2CCN(C(=O)/C=C/c3ccco3)CC2)cc1	4	0.2	-6	0.5	-11	100
33	COc1cccc(C2C=C(c3ccc(Br)s3)Nc3ncnn32)c1OC (centres undefined)	-11	-0.9	-6	2.4	1	109
34	O=C1CC(N2CCC(c3nc4ccccc4s3)CC2)C(=O)N1 (centres undefined)	3	0.0	1	0.2	6	112
35	COc1ccc(/C=N/n2c(-c3cc(C)[nH]n3)n[nH]c2=S)cc1	-6	0.6	2	-0.8	-8	nt
36	CCCc1c(C(=O)N/N=C/C(C)=C/c2ccccc2)nnn1-c1nonc1N	0	1.4	-7	1.9	-2	nt

#	MOR-DOR ag	Mot1-301 SUMO	PfHsp90 set2	MOR-DOR inv ag	phage Ecoli inh
25	1.8	21	-13	-8	2.9
26	3.6	1	-11	-20	2.2
27	-3.1	4	-8	16	2.1
28	-1.2	0	36	6	nt
29	0.2	7	-28	-1	-0.2
30	-0.6	-8	nt	3	-1.1
31	-0.9	115	7	5	0.9
32	-1.9	140	-7	10	3.7
33	-3.1	nt	14	18	nt
34	-1.3	-3	2	7	1.6
35	-1.1	-18	7	5	2.7
36	0.7	-7	19	-4	4.1

New compounds follow
#	mol	Tat export inh	E coli growth	PKA-R1A activ	AddAB inh	Arr AP2 block	Pemphigus Ab inh
37	Cc1ccc(C(=O)NC(=S)NCC2CCCO2)cc1 (centres undefined)	-3	1.1	4	3.0	3	nt
38	O=c1oc2c3c4c(cc2s1)CCCN4CCC3	3	-2.3	-4	-1.5	42	nt
39	C[C@@H]1COC(=O)[C@H](Cc2ccc(F)cc2)CC/C=C/C[C@@H](CC(=O)N[C@@H](CO)Cc2ccccc2)C(=O)N1	-12	0.1	1	4.2	29	101
40	COc1ccc(Br)cc1CNc1ccc(O)cc1	-3	-2.5	-3	-1.4	16	104
41	O=C(CCc1c[nH]c2ccccc12)Nc1ncccc1O	16	-2.0	-9	0.2	-13	103
42	CCCCNC(=O)C1CCN(S(=O)(=O)c2c(C)noc2/C=C\c2ccc(OC)cc2)CC1	6	-1.3	-4	1.2	-10	187
43	O=C(O)c1nc(N2CCCC2)ncc1Cl	3	-2.5	0	-0.9	0	95
44	CSc1cccc(NC(=O)C2CCN(S(=O)(=O)c3ccc(F)cc3)CC2)c1	-3	4.3	-2	1.1	22	120

#	MOR-DOR ag	Mot1-301 SUMO	PfHsp90 set2	MOR-DOR inv ag	phage Ecoli inh
37	-4.1	14	4	17	0.2
38	-1.1	1	-2	6	-1.1
39	-4.6	-9	-12	25	1.5
40	10.0	nt	-6	-59	1.6
41	-3.7	7	-3	20	1.2
42	1.1	-1	-6	-6	3.6
43	-2.1	6	13	11	1.8
44	1.4	30	4	-8	1.1

Assay outcomes deposited in PubChem by several laboratories.

The order is random; about 2.8% have a hit in one of these screens.
